APOBEC3A inh: inhibitors of human APOBEC3A DNA deaminase; P31941; recombinant A3A, FAM/TAMRA ssDNA deamination fluorescence; inhibition, % at 20 µM; hit rate 0.41% among 330,000;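 active = at least 40% inhibition at 20 µM here, with at most 30% in a related deaminase screen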;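 also: plate controls were A3A with DMSO for no effect and wells lacking A3A enzyme for full effect; some results filed as inactive read as strong as hits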
Target sequence (P31941 whole entry, looked up): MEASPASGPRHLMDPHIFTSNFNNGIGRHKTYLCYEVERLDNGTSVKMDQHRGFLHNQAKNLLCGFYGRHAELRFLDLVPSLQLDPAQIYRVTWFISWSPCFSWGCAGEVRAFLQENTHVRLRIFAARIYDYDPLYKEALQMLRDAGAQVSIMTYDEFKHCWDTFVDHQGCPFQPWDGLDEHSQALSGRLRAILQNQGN
mIAP block: blocks mouse intestinal alkaline phosphatase. hit rate 0.2% among 330,000. purified mouse IAP, CDP-Star luminescence, 30 min. inhibition, % at 10 µM. AID 2806;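 active = inhibition of at least 40% at 10 µM in the primary screen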;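 also: plate controls were DMSO with enzyme for no effect and no enzyme wells for full effect; values of inactives mirror those of a sister screen read the other way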
mIAP activ: increases mouse intestinal alkaline phosphatase activity; muIAP, CDP-Star luminescence, 30 min; hits give high values; 1 = vehicle-only enzyme signal, 0 = enzyme-free wells; activation factor at 10 µM; hit rate 0.24% among 330,000;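 active = activation factor of at least 2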; also: the source names both 10 and 20 µM as test concentration; values of inactives mirror those of a sister screen read the other way
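also added = chemiluminescent substrate CDP-Star | test system = mouse IAP enzyme | signal = chemiluminescence readout | compound = DMSO-dissolved test compounds | incubation = 30 min at room temperature | benchmarks = DMSO wells, no-enzyme wells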
MPTP block: inhibitors of mitochondrial permeability transition pore; AID 602449; hit rate 1.4% among 360,000; isolated mouse mitochondria, Ca2+ swelling absorbance, 30 min; inhibition, % at 10 µM;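 active = inhibition of 50% or more, scaled per plate between neutral and stimulator controls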;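 also: 0% = DMSO wells given calcium and 100% = 1 mM EGTA wells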
hIAP inh: human IAP inhibition; P09923; purified IAP, CDP-Star luminescence, 30 min; inhibition, % at 10 µM; hit rate 0.12% among 330,000;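 active = inhibition reaching a set limit with compound at 10 µM in the primary screen, cut at about 35% in these data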;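 also: plate controls were DMSO wells with enzyme for no effect and no-enzyme buffer wells for full effect; values of inactives mirror those of a sister screen read the other way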
APOBEC3G inh: blocks human APOBEC3G single-stranded DNA deamination | hit rate 0.28% among 330,000 | inhibition, % at 20 µM | recombinant A3G, ssDNA deamination FAM/TAMRA fluorescence;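 active = inhibition of at least 40% at 20 µM, with no more than 30% in the related APOBEC3A deaminase screen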;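 also: plate controls were DMSO wells with A3G for no effect and wells lacking A3G enzyme for full effect; some compounds called inactive have numbers as strong as hits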
Target sequence (Q9HC16 whole entry, looked up): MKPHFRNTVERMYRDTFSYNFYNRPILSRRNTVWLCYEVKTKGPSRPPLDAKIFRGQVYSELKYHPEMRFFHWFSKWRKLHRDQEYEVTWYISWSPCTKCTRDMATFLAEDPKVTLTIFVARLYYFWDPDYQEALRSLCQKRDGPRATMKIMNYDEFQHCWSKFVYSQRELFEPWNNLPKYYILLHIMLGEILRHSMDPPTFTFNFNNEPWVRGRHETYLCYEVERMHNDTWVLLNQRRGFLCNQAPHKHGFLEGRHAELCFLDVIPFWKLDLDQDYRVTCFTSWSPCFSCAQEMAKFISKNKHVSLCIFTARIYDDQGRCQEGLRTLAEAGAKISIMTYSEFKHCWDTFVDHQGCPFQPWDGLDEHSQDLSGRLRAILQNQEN
ATG4B inhibitor: inhibitors of human ATG4B cysteine protease. inhibition, % at 8.33 µM. Q9Y4P1. ATG4B cleavage of LC3-PLA2, NBD-HPC fluorescence, 1 h. hit rate 0.51% among 340,000; in the data active = inhibition above about 40%
Target sequence (Q9Y4P1 whole entry, looked up): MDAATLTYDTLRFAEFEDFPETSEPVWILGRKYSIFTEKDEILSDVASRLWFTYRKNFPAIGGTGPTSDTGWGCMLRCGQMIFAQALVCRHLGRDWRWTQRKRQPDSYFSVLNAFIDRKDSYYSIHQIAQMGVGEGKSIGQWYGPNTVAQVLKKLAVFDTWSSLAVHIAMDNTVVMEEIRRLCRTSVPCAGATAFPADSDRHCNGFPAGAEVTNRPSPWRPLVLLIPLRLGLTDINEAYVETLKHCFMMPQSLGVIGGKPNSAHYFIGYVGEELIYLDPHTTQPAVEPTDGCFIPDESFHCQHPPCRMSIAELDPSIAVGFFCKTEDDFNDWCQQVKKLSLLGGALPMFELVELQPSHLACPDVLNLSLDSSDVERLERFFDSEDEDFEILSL
hIAP activ: increases human intestinal alkaline phosphatase activity; purified human IAP, CDP-Star luminescence, 30 min; hits give high values; 1 = vehicle-only enzyme, 0 = enzyme-free background; hit rate 0.16% among 330,000; activation factor at 10 µM; AID 2524; P09923;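 active = activation factor of the enzyme at least 2-fold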; also: the source names both 10 and 20 µM as test concentration; values of inactives mirror those of a sister screen read the other way
MIN6 prolif: induces beta-cell replication in MIN6 cells; MIN6 cells proliferation, ATPlite luminescence, 48 h; cells starved in 0.2% serum; 100% = growth in 10% serum; proliferation, % at 10 µM; hit rate 0.29% among 330,000;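 active = compounds whose signal lies at least 3.5 SD above the mean of all wells on their plate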;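 also: 0% = DMSO-treated cells in low-serum medium and 100% = 10% serum control; some compounds called inactive have numbers as strong as hits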
An asterisk follows results filed as active.

SMILES	APOBEC3A inh	mIAP block	mIAP activ	MPTP block	hIAP inh	APOBEC3G inh	ATG4B inhibitor	hIAP activ	MIN6 prolif
CC(=O)c1ccc(N2CCN(S(=O)(=O)c3ccc4c(c3)CC(=O)N4)CC2)cc1	-6	-1	1	21	-3	-7	-5	1	-2
O=C(c1ccco1)N1CCN(C(c2coc3ccc(Cl)cc3c2=O)c2nnnn2C2CCCC2)CC1 (stereo not drawn)	1	-3	1	-2.8	3	0	-5	0.97	-5
O=C(O)CCC(=O)Nc1nc2nc(-c3ccccc3)cc(-c3ccccc3)n2n1	2	2	0.97	1.4	-8	-1	-2	1.1	-2
CCN(CC)C(=O)[C@H]1CC(CC(=O)NCCN2CCOCC2)C(=O)N2CCc3c([nH]c4ccccc34)[C@]12C (stereo partly drawn)	2	-7	1.1	-1.5	-7	-2	-6	1.1	-2
CCC(=O)N(CCC1(c2ccccc2OC)CCOC(C(C)C)C1)Cc1ccco1 (stereo not drawn)	-1	2	0.98	2.8	3	-4	-6	0.97	-3
CCCSc1nnc(Cn2c(=O)sc3ccccc32)n1-c1ccccc1	5	-7	1.1	-0.5	-9	8	-1	1.1	3
COc1ccc(S(=O)(=O)N2CCN(C(=O)CN3C(=O)NC(C)(C)C3=O)CC2)cc1	-6	-1	1	-0.4	4	-10	5	0.96	2
Cn1ccnc1SCC(=O)Nc1ccc(SC(F)F)cc1	-3	4	0.96	-1.1	8	-4	-14	0.92	3
COc1ccccc1/C=N/NC(=O)c1ccc(=O)n(C)c1	1	1	0.99	0.1	-5	-4	0	1	0
COc1ccc(/C=C/C(=O)NCCC(=O)N2CCCN(C)CC2)cc1	3	-5	1	-1.8	-2	-4	3	1	-5
CCCCN1CC(COc2ccccc2)OC1=O (stereo not drawn)	-3	3	0.97	-0.4	-9	-1	-4	1.1	-1
COc1ccc(-c2n[nH]c(C)c2-c2cnn(-c3ccccc3)c2)c(O)c1	1	4	0.96	5.1	4	-4	-8	0.96	-1
O=C(NCC(c1ccco1)N1CCCCC1)c1ccc([N+](=O)[O-])s1 (stereo not drawn)	13	12	0.88	0.5	12	1	-19	0.88	-7
COc1cccc(C(=O)N2C(C(=O)O)CSC2c2ccccc2Cl)c1 (stereo not drawn)	-1	6	0.94	-4.0	1	2	-7	0.99	0
Cc1cccc(N2CCN(C(c3ccccc3)c3nnnn3C(C)(C)C)CC2)c1C (stereo not drawn)	-8	-9	1.1	-0.1	-4	-9	-19	1	-6
CCOC(=O)C1CCN(Cc2nc3ccc([N+](=O)[O-])cc3c(=O)n2-c2ccc(OC)cc2OC)CC1	-2	6	0.94	2.4	-1	-3	-3	1	0
COC(=O)CN(C(=S)Nc1ccc(F)cc1)C1CC(=O)N(c2ccccc2)C1=O (stereo not drawn)	-2	0	1	0.2	6	3	27	0.94	-3
COc1ccc(NC(=S)Nc2cc(C)cc(C)n2)cc1OC	-1	-2	1	19	10	-5	-4	0.9	0
CSc1nc(Cl)c(Cc2ccc(OCC(C)C)cc2)c(N2CCOCC2)n1	-2	8	0.92	0.0	9	-5	-2	0.91	-6
COc1ccc2sc(-c3ccc(N(C)C)cc3)c(C#CCO)c2c1	-6	1	0.99	2.1	-4	-13	0	1	-7
N#Cc1ccc(C(=O)CN2CCN(c3ccccc3)CC2)cc1	-4	3	0.97	-2.5	3	-7	1	0.97	-1
C=CCN1CCN(C(=O)c2ccc3c(c2)OCO3)CC1	-1	1	0.99	-0.5	14	-6	3	0.86	1
COc1ccc(CCNC(=O)CSc2cc(=O)[nH]c(N)n2)cc1OC	-4	1	0.99	-3.8	-66	-4	-8	1.7	0
CC(C)c1nc2oc3c(NCc4ccccn4)ncnc3c2c2c1COC(C)(C)C2	-2	1	0.99	0.9	6	-7	-9	0.94	7.4*
CC(C)Sc1snnc1-c1ccccc1	-5	0	1	0.1	7	-4	3	0.93	0
CC(=O)Nc1nc(C2CC2)cc(-c2ccccc2)c1C#N	-2	3	0.97	-1.4	-4	-4	3	1	-2
Cc1nnc(SCC(=O)NNC(=O)COc2ccc(Cl)cc2)s1	-9	4	0.96	-0.4	-75	-3	-2	1.7	-3
CC(C)(C)c1csc(N/N=C/c2ccc(O)cc2)n1	-3	6	0.94	2.2	-1	0	-12	1	-4
COc1ccc(CN2CC(=O)N(c3ccc(C)cc3C)C2=S)cc1OC	-2	-9	1.1	2.1	-4	-3	-12	1	-6
CC(NS(=O)(=O)c1ccc(Cl)cc1)C(=O)OCC(=O)Nc1ccc(N(C)C)cc1 (stereo not drawn)	1	-5	1.1	-1.9	-8	-6	-23	1.1	-3
COc1ccccc1NC(=O)CCC(=O)Nc1ccccc1OC	-3	-3	1	1.7	-10	0	-11	1.1	3
CCc1nc2sc3c(c2c(=O)o1)CCCC3	-6	10	0.9	-6.4	-11	-3	-1	1.1	0
COc1ccc(/C=C/C(=O)NCC(=O)N/N=C/c2cc(Br)ccc2OC)cc1	-2	-9	1.1	1.0	-28	-2	18	1.3	-2
O=C(NC1CC2CCCC(C1)N2C(=S)Nc1ccccc1Cl)C1CC1 (stereo not drawn)	-5	2	0.98	0.0	23	-14	-2	0.77	-3
CCc1cccc(C)c1NC(=O)C1CCCN(S(C)(=O)=O)C1 (stereo not drawn)	-3	-1	1	0.1	7	12	-1	0.93	-1
CCOC(=O)CCCCCC(=O)Nc1ccc2c(c1)CC(=O)N([C@@H](C)CO)C[C@H](C)[C@@H](CN(C)Cc1ccccc1)O2	-1	-17	1.2	-2.6	-8	-4	-16	1.1	-2
O=C(COc1ccccc1)Nc1nnc(S(=O)(=O)Nc2ccccc2)s1	5	4	0.96	0.8	-3	-6	0	1	-3
S=C(Nc1ccccc1)Nc1ccccc1Br	0	-5	1	0.6	8	-6	0	0.92	-2
Cc1c(C(=O)OCC(=O)Nc2ccc(S(N)(=O)=O)cc2)oc2c1ccc1ccccc12	1	4	0.96	0.2	-13	-15	-10	1.1	0
COc1cccc(NC(=S)NNC(=O)CCn2cc([N+](=O)[O-])cn2)c1	-5	16	0.84	0.0	-88	-4	0	1.9	1
O=C(CSc1ccc(-c2ccccn2)nn1)Nc1cccc(F)c1	1	1	0.99	-1.4	5	6	1	0.95	-4
CCc1ccc(N2C(=O)CN(Cc3ccccc3)C2=S)cc1	5	-10	1.1	-0.7	11	-1	12	0.89	-7
Cc1cccc(C)c1NC(=O)NC1(C(=O)NCC2CCCO2)CCCCC1 (stereo not drawn)	-4	-2	1	0.5	-2	-1	-4	1	0
CCOc1ccc(C2c3c(oc4ccccc4c3=O)C(=O)N2CCCN2CCOCC2)cc1 (stereo not drawn)	-1	3	0.97	-3.8	1	-3	-13	0.99	-1
CCOc1ccc(/C(C)=N/NC(=O)c2nnn(-c3nonc3N)c2-c2cccs2)cc1	-7	-1	1	0.2	3	-4	1	0.97	-2
CCN(C[C@H]1N[C@@](Cc2ccccc2)(C(=O)OC)[C@H]2C(=O)N(Cc3ccccc3)C(=O)[C@@H]12)S(=O)(=O)c1ccccc1	-3	-2	1	0.4	-4	-4	25	1	-3
CN(C)CCNc1nc2sc3c(c2c(=O)n1Cc1ccccc1)CCCCC3	-5	3	0.97	1.2	3	-10	-4	0.97	-7
Cc1ccc(S(=O)(=O)Cc2ccc(C(=O)N3CCN(c4cccc(C)c4C)CC3)o2)cc1	3	-11	1.1	-1.1	6	-1	4	0.94	-6
COCCN1C(=O)C(=O)/C(=C(/O)c2ccc(OC(C)C)cc2)C1c1cccnc1 (stereo not drawn)	7	0	0.99	-0.7	3	-4	-4	0.97	-3
Cc1ccc2nc(SCC(=O)NC3CCCC3)nc(=O)n2c1	-5	8	0.92	1.1	-4	-8	-10	1	4
CSc1nc2n(n1)C(c1cccc(F)c1)C(C(=O)Nc1ccc(C)cc1C)=C(C)N2 (stereo not drawn)	-6	10	0.9	1.1	4	-6	-9	0.96	-3
CC1(C)Cc2cccc(OCC(=O)N3CCN(S(=O)(=O)c4ccccc4)CC3)c2O1	-2	-5	1	-0.2	9	-6	-8	0.91	-2
C=C1CCN([C@@H](Cc2ccccc2)C(=O)NCc2ccc(Cl)c(Cl)c2)S(=O)(=O)c2ccccc21	1	-20	1.2	1.4	-5	1	8	1.1	-8
N#CC1=C(N)NC(SCC(=O)c2ccc(Cl)cc2)=C(C#N)C12CCCC2	3	11	0.89	30	0	2	-4	1	-4
CCCN(CCC)c1nc(N)c(C#N)c(CC#N)c1C#N	1	4	0.95	-0.4	11	-3	-6	0.89	-2
COc1ccc(Cl)cc1S(=O)(=O)N1CCN=C1c1ccccc1	-4	0	1	0.6	5	-8	5	0.95	1
COC(=O)c1sccc1N/N=C/c1cccc(Oc2ccccc2)c1	-2	-8	1.1	64*	21	-3	-8	0.79	0
COc1ccc(/C=N/NC(=O)c2ccoc2C)cc1CN1CCN(c2ccc(F)cc2)CC1	-1	-8	1.1	-0.1	-5	-5	2	1.1	-2
COc1cc2c(cc1OC)-c1nnnn1C(C)(C)C2	5	6	0.94	-0.5	-12	5	0	1.1	-3
COc1ccc(S(=O)(=O)Nc2ccc3c(c2)C(=O)N([C@@H](C)CO)C[C@H](C)[C@H](CN(C)S(=O)(=O)c2ccc(F)cc2)O3)cc1	-2	-4	1	-1.2	-18	-5	-22	1.2	-3

Next section, starting with the last 3 of the part before.
SMILES	APOBEC3A inh	mIAP block	mIAP activ	MPTP block	hIAP inh	APOBEC3G inh	ATG4B inhibitor	hIAP activ	MIN6 prolif
COc1ccc(/C=N/NC(=O)c2ccoc2C)cc1CN1CCN(c2ccc(F)cc2)CC1	-1	-8	1.1	-0.1	-5	-5	2	1.1	-2
COc1cc2c(cc1OC)-c1nnnn1C(C)(C)C2	5	6	0.94	-0.5	-12	5	0	1.1	-3
COc1ccc(S(=O)(=O)Nc2ccc3c(c2)C(=O)N([C@@H](C)CO)C[C@H](C)[C@H](CN(C)S(=O)(=O)c2ccc(F)cc2)O3)cc1	-2	-4	1	-1.2	-18	-5	-22	1.2	-3
CN(N)c1ccc2c(C(F)(F)F)cc(C(F)(F)F)nc2n1	-2	2	0.98	-0.5	8	-8	0	0.92	-2
CCOc1cc2[nH]c(=S)n(Cc3ccc(C(=O)N4CCN(C)CC4)cc3)c(=O)c2cc1OCC	-1	2	0.98	-1.2	-4	8	3	1	-4
CCCNc1nc(C)cc(-c2cc(-c3ccc(Cl)cc3)on2)n1	2	3	0.97	1.2	8	-3	-4	0.92	4
COc1cccc(NC(=O)c2sc3nc4n(c(=O)c3c2C)CCC4)c1	-3	-2	1	-0.3	-28	-6	-4	1.3	-3
CS(=O)(=O)N(CC(=O)N1CCCCC1)Cc1ccccc1	-5	6	0.94	1.8	-37	-2	5	1.4	-2
COc1nc(-c2ccccc2Cl)ccc1C#N	9	-5	1	-0.6	-2	4	-7	1	1
CCOC(=O)COc1nc(C)c(Br)c(OC)n1	-2	-2	1	-0.5	-6	-7	13	1.1	-3
Cc1cc2cc(CN(Cc3ccc4c(c3)OCO4)C(=O)c3ccco3)c(=O)[nH]c2cc1C	-5	-8	1.1	1.3	-10	10	-7	1.1	-5
CCN(CC)CCC(c1cc(OC)c(OC)c(OC)c1)c1c(OC)cc(OC)c2c(-c3ccccc3)cc(=O)oc12 (stereo not drawn)	-1	10	0.9	-4.0	17	-2	-12	0.83	-8
